# Polio RdRp inh = poliovirus RNA polymerase inhibition | poliovirus polymerase elongation, fluorescence polarization; active compounds read low | % elongation, % (compound at 16.7 µg/mL) | 0.66% of 150,000 active; in the data active = % elongation below about 90%; also: some results filed as inactive read as strong as hits
# Target sequence (P03300 1749-2209 limits assumed): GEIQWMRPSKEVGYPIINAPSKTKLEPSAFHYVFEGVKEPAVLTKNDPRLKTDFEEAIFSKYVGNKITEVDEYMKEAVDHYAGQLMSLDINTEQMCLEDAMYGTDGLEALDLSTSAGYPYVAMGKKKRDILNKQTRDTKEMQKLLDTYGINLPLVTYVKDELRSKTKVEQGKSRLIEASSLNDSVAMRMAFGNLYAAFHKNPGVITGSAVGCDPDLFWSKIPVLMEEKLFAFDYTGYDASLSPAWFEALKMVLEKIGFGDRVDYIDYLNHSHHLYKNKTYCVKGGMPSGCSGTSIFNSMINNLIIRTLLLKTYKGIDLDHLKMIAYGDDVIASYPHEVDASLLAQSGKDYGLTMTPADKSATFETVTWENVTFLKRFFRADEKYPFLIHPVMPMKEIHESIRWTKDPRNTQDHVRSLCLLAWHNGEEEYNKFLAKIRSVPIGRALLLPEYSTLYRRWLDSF
# Polio RdRp inh FP z-score = recorded beside Polio RdRp inh, whose call it bears; z-score; measured here: FP z-score; hits read low
# Numbers without * were called inactive.
# Below each compound – Polio RdRp inh, Polio RdRp inh FP z-score
COc1cc(C(=O)n2nc(C)c(Sc3ccc(Cl)cc3)c2C)cc(OC)c1OC
    103.0, -0.6
O=C(Sc1ccc(Oc2ccc(SC(=O)c3ccco3)cc2)cc1)c1ccco1
    44.0*, -11.5*
CCCCC1(COC(=O)c2ccc(OC)cc2)C(=O)N(c2ccccc2)N(c2ccccc2)C1=O
    103.0, -0.2
CCOC(=O)C(CC)Sc1nnc(COc2ccc(Cl)c(C)c2)n1CC (stereo not given)
    101.0, -0.3
COc1ccc(NC(=O)CSc2nc(-c3cccs3)cc(C(F)(F)F)n2)cc1Cl
    104.0, 0
CC1CCN(c2nc3ccccc3nc2N2CCC(C)CC2)CC1
    103.0, 0.2
N=C1C(c2nc3ccccc3[nH]2)=C(O)CN1C1CCCCCC1
    102.0, 0.2
Cc1ccc(Cl)cc1NC(=O)C(Cc1ccccc1)NS(=O)(=O)c1cccc2nsnc12 (stereo not given)
    108.0, 0.7
O=C(CN1C(=O)CSc2ncccc21)NCc1ccccc1
    101.0, -0.2
COc1cc(C(=O)OCc2cc(=O)c(O)co2)ccc1OC(F)F
    104.0, 0.2
CCOc1ccc(N(Cc2ccccc2)C(=O)c2nc(SCC)ncc2Cl)cc1
    104.0, -0.6
CCOC(=O)Cc1csc(NC(=O)CSc2nc(=O)[nH]c3c2CCC3)n1
    97.0, -2.1
COc1cccc(N2CCN(S(=O)(=O)c3ccc(-c4cnc(C5CC5)o4)cc3)CC2)c1
    100.0, -1.5
Cc1cc(C)c2c(CC(=O)Nc3ccc(F)cc3)coc2c1
    112.0, -0.2
CC1=C(C(=O)Nc2ccccc2)SCCO1
    106.0, 0.2
CCn1cc(S(=O)(=O)N2CCc3ccccc3C2)cn1
    101.0, -0.4
Brc1cccc(-c2nnc(CN3CCN(c4ccccn4)CC3)o2)c1
    109.0, 1.1
O=C(Nc1cccnc1)c1cccs1
    100.0, -0.9
CC(NC(=O)CN(C)S(=O)(=O)c1ccc2c(c1)c(=O)n(C)c(=O)n2C)c1ccccc1 (stereo not given)
    100.0, -0.3
COC(=O)C1=C(C)OC(N)=C(C#N)C12C(=O)N(C)c1ccccc12 (stereo not given)
    105.0, 0.1
O=C(Cn1ncc2ccccc21)N1CCC(Cc2ccccc2)CC1
    104.0, 0.4
CSc1nsc(SCC(=O)Nc2ccccc2)n1
    101.0, -0.4
O=C(O)c1cc(-n2c(-c3cnccn3)n[nH]c2=S)ccc1Cl
    103.0, 0.5
O=C(O)C1C2C=CC(C2)C1C(=O)OCc1ccccc1 (stereo not given)
    99.0, -0.3
CC1CCCCN1C(=O)Cn1ncc2c3ccccc3n(Cc3ccccc3F)c2c1=O (stereo not given)
    110.0, 0.1
Cc1ccc(OCC(=O)OCc2cc(=O)n3c(C)csc3n2)cc1
    100.0, -1.2
COC(=O)c1cc2c(s1)CCCC2
    96.0, -0.6
CCOc1ccc(CC(=O)NCCc2sc3nc(-c4ccc(OC)cc4)nn3c2C)cc1
    111.0, 1.1
C=CCNC(=O)c1cc(Br)cs1
    100.0, -0.3
O=C(OCC(=O)N1CCOCC1)c1ccc(Cl)cc1
    106.0, 0.5
Cc1ccc(Nc2cc(C(=O)N3CC(C)CC(C)C3)c3ccccc3n2)cc1C (stereo not given)
    101.0, -0.5
CCN1CCN(Cc2nc3cc(NC(=O)c4ccccc4[N+](=O)[O-])ccc3n2CC)CC1
    99.0, -0.4
CC(=O)N=c1scc(-c2ccccc2)n1-c1cccc2ccccc12
    105.0, 1
CCC(Sc1nc2nccnc2c(=O)n1Cc1ccc(Cl)cc1)C(=O)NC1CCCCC1 (stereo not given)
    108.0, 0.3
CNC(=O)COc1cccc2c(=O)[nH]ccc12
    98.0, -1.8
COc1cc(C=Nn2c(-c3ccc(C)cc3)n[nH]c2=S)ccc1OC(C)=O
    101.0, 0.1
Cc1ccccc1CSc1nnc2c(n1)[nH]c1ccccc12
    102.0, 0.2
O=C(CSc1nc2ccccc2c(=O)n1-c1ccc(F)cc1F)NC1CCCC1
    102.0, 0.2
CC(=O)Nc1ccc(NC(=O)c2cc3sccc3n2Cc2ccc(Cl)cc2)cc1
    106.0, 0.4
O=C(Nc1cccc(Cl)c1)OC1CCCCC1
    105.0, 0.4
O=C1CSC(=O)N1CCN1C(=O)CSC1=O
    98.0, -1.1
CCCOC(=O)c1ccc(NC(=O)/C=C/c2ccccc2)cc1
    100.0, -0.7
CC(C(=O)O)n1nnc2ccccc21 (stereo not given)
    101.0, -0.9
COc1ccc(Cn2c(C)c(CNC(C)(C)C)c(C(=O)O)c2C)cc1
    100.0, -0.2
CCc1ccc(OCC(=O)Nc2ccc(-c3nc4ccccc4o3)c(O)c2)cc1
    100.0, -0.2
CCCc1nc2ccccc2[nH]1
    105.0, 0.6
CCOC(=O)c1sc(SCC(=O)c2ccc(Cl)cc2Cl)nc1C
    86.0*, -4.5*
CCc1ccc(CNC(=O)CN(C)c2nnc(N3CCCC3=O)s2)cc1
    104.0, 1.3
Cn1cnnc1SCC(N)=O
    102.0, 0.2
Cc1cccc(NC(=O)CSCc2n[nH]c(=O)[nH]2)c1C
    99.0, -0.2
O=C(OCC(=O)N1c2ccccc2Sc2ccccc21)c1ccc(Br)o1
    106.0, 0.2
O=C(CSc1ncn[nH]1)N1N=C2/C(=C/c3ccco3)CCCC2C1c1ccco1 (stereo not given)
    105.0, 0.2
CNC(=O)n1ccc(C(=O)N2CCCCC2)n1
    99.0, -0.3
CCN(CC)S(=O)(=O)c1ccccc1
    100.0, 0
O=C(O)c1cnn2c(C(F)(F)F)cc(-c3cccs3)nc12
    99.0, -0.1
CC(C)NC(=O)N1CCn2cccc2C1Cc1ccccc1 (stereo not given)
    100.0, -0.5
COC(=O)CCn1cc(C=C2C(=O)NC(=O)NC2=O)c(-c2ccccc2)n1
    106.0, -0.1
CC(SCC(=O)NC12CC3CC(CC(C3)C1)C2)C(=O)O (stereo not given)
    102.0, 0.1
CCN(CC)c1cccc(OCC(=O)NCc2cccs2)c1
    112.0, 1.1
Cc1ccn(CCC(=O)Nc2cccc(C(F)(F)F)c2)n1
    99.0, -0.7

# Carrying on:
SMILES	Polio RdRp inh	Polio RdRp inh FP z-score
O=C(O)CC(c1ccncc1)c1c[nH]c2ccccc12 (stereo not given)	97.0	-1.6
CN1CCN(c2ccc(NC(=O)CSc3ccc(Cl)cc3)cc2)CC1	101.0	-0.3
O=C(Cn1c(=O)nc(-c2ccccc2)c2cc(Cl)ccc21)NCCCc1ccccc1	105.0	-0.2
Cc1ccc(C(=O)/C=C/Nc2ccc(C(F)(F)F)cc2)cc1	110.0	0.7
CCOC(=O)C1CCCN(C(=O)c2cccc3ccccc23)C1 (stereo not given)	100.0	-0.7
Cn1c(=O)c2c(SCC(=O)Nc3ccccc3C(F)(F)F)nc(C3CCCC3)nc2n(C)c1=O	108.0	0
COc1ccc(C(=O)Nc2noc3ccccc23)cc1	120.0	0.4
COCC(C)n1c(C)cc(C(=O)COC(=O)c2ccc3c(c2)S(=O)(=O)N=C2CCCCCN23)c1C (stereo not given)	102.0	0.1
CCS(=O)c1ccccc1C(=O)OCC(=O)N1CCC(c2ccccc2)=N1 (stereo not given)	102.0	0
COc1ccc(O)c(C(=O)c2cnn(C(=O)c3cccc(S(=O)(=O)N4CCOCC4)c3)c2)c1	109.0	1.5
Cc1nc(-c2cccc(NC(=O)c3ccco3)c2)cs1	103.0	0.9
Cc1ccc(NC(=O)C2CCN(c3nnc(C)c4c(C)n(-c5ccccc5)nc34)CC2)cc1Cl	115.0	1.4
COc1cc(OC)cc(C2=NC3(CCC(C)CC3)NC2=O)c1 (stereo not given)	101.0	0.2
C=CCn1c(C(C)NC(=O)CC)nc2ccccc21 (stereo not given)	102.0	0.3
CC1CCN(C2=NN3C(=N)/C(=C\c4ccc(SCc5ccco5)o4)C(=O)N=C3S2)CC1	102.0	0.6

# At a glance, part of the list above:
SMILES	Polio RdRp inh	Polio RdRp inh FP z-score
Cc1ccc(NC(=O)C2CCN(c3nnc(C)c4c(C)n(-c5ccccc5)nc34)CC2)cc1Cl	115.0	1.4
COc1cc(OC)cc(C2=NC3(CCC(C)CC3)NC2=O)c1 (stereo not given)	101.0	0.2
C=CCn1c(C(C)NC(=O)CC)nc2ccccc21 (stereo not given)	102.0	0.3
CC1CCN(C2=NN3C(=N)/C(=C\c4ccc(SCc5ccco5)o4)C(=O)N=C3S2)CC1	102.0	0.6

# Next part.
SMILES	Polio RdRp inh	Polio RdRp inh FP z-score
COc1ccc(-c2nc3c(c(SCC(=O)N4CCCCC4)n2)Cc2c(CO)cnc(C)c2O3)cc1	110.0	0.7
Cc1nc2ncc3c(n2n1)CCc1ccccc1-3	101.0	-0.1
CC(C)(C)OC(=O)N1CCC(c2c(C(=O)N3CCN(c4ccccc4)CC3)cnn2-c2ccccc2)CC1	101.0	-1
CCn1nc(C(=O)N/N=C/c2cccc(OC)c2)c2ccccc2c1=O	106.0	0.1
CCCCN1C(=O)c2ccc(C(=O)Nc3cccnc3)cc2C1=O	103.0	0.7
CCCCOC(=O)C1COc2ccccc2O1 (stereo not given)	103.0	0.2
Cn1c(SCCOc2ccccc2)nc2ccccc21	104.0	0.2
Cc1ccc(-c2cc(C(F)F)nc(N3CCCCC3)n2)cc1	100.0	0.1
CC(C)CC(NS(=O)(=O)c1ccccc1)C(=O)O (stereo not given)	106.0	1.2
Cc1ccc(C(=O)NCC2CCCO2)cc1C (stereo not given)	101.0	-0.5
CCN(CC)S(=O)(=O)c1ccc2c(c1)N(CC(=O)Nc1ccc(F)cc1F)C(=O)C1CCCN21 (stereo not given)	114.0	1.7
CCOC(=O)c1nc(N2CCOCC2)c2ccccc2n1	102.0	0.5
CCCNC(=O)CSc1nnc(C)o1	101.0	-0.1
Cc1ccc(S(=O)(=O)N2CN3CN(C2)CN(S(=O)(=O)c2ccc(C)cc2)C3)cc1	101.0	-0.1
O=C(CN1N=C(c2ccccc2)CCC1=O)NCc1ccc(F)cc1Cl	108.0	-0.7
Cc1nnc(N2CCCC(C(=O)Nc3ccccc3C(F)(F)F)C2)c2nn(-c3ccccc3)c(C)c12 (stereo not given)	110.0	0.8
C=Cc1nc2c(cnn2-c2ccccc2)c(=O)[nH]1	99.0	-0.4
Cc1cccc2cc(CN(Cc3ccco3)C(=O)c3ccccc3)c(=O)[nH]c12	102.0	-0.1
COc1ccccc1OCCC(=O)Nc1nc(C)cs1	104.0	0
CC(C)C(=O)Nc1ncc(C(F)(F)F)cc1Cl	103.0	0.1
COC(=O)c1cc2ccsc2n1Cc1cccc(F)c1	102.0	0.2
CCNC(=S)N1c2ccccc2NC2=C(C(=O)CC(C)(C)C2)C1c1ccc(N(C)C)cc1 (stereo not given)	101.0	0
Cc1cc(C)c(OCC(O)CNC2CC(C)(C)NC(C)(C)C2)c(C)c1 (stereo not given)	99.0	-1.1
CCc1ccc(-n2nc(CO)c(C(=O)NCC(c3ccccc3)c3ccccc3)n2)cc1	109.0	0.4
Cc1cc(C)n(CCC(N)=O)n1	100.0	-0.4
COc1ccc(N2CCN(C(=O)c3ccc(NS(=O)(=O)c4cccs4)cc3)CC2)cc1	101.0	0.2
CCN1C/C(=C\c2cccs2)C(=O)/C(=C/c2cccs2)C1	101.0	0.2
CCOc1ccccc1NC(=O)CSc1nccn1Cc1ccc(F)cc1	111.0	1
COc1ccc(Cn2ccc3nc(C)c(C(=O)NCc4ccc(OC)cc4OC)cc3c2=O)cc1	105.0	-0.1
COc1ccc(-c2csc3ncnc(Nc4cccc(OC)c4)c23)cc1	103.0	-0.5

# Structures shown so far that contain a tert-butyl group, in the order listed:
SMILES	Polio RdRp inh	Polio RdRp inh FP z-score
COc1ccc(Cn2c(C)c(CNC(C)(C)C)c(C(=O)O)c2C)cc1	100.0	-0.2
CC(C)(C)OC(=O)N1CCC(c2c(C(=O)N3CCN(c4ccccc4)CC3)cnn2-c2ccccc2)CC1	101.0	-1

# Additional results follow:
SMILES	Polio RdRp inh	Polio RdRp inh FP z-score
Cc1onc(-c2ccccc2)c1-c1nnc(CSc2nnnn2C)o1	109.0	0.7
Cn1cc(S(=O)(=O)c2cccc(Cl)c2)c(=O)c2cc(F)c(N3CCCCC3)cc21	111.0	0.8
CCc1ccc(OCC(=O)Nc2cc3oc4ccccc4c3cc2OC)c(Br)c1	101.0	-0.5
CCOC(=O)c1sc2nc(NC(=O)Cc3ccccc3)sc2c1C	102.0	0.5
COC(=O)c1ccc(/N=C/N(C)C)s1	104.0	0.2
O=C(NCC(O)c1ccccc1)Nc1cccc(C(F)(F)F)c1 (stereo not given)	97.0	-1.4
Cc1cc(=O)oc2c3c(ccc12)OCN(Cc1ccccc1Cl)C3	108.0	0.1
CCS(=O)(=O)c1ncc(Cl)c(C(=O)N(Cc2ccccc2)c2ccc(OC)cc2)n1	116.0	0.1
COc1ccc(OC)c(S(=O)(=O)NC2CCCCNC2=O)c1 (stereo not given)	102.0	0.2
CC(C)CC(=O)NCC(c1ccc2c(c1)OCO2)N1CCN(c2ccccc2F)CC1 (stereo not given)	109.0	0.5
O=C(CSc1c2c(nc3cc(Cl)ccc13)CCCC2)NCCCN1CCCCCC1	104.0	0.8
Cc1cccc2c(=O)cc(CSc3ccccc3NC(=O)c3cccc(Br)c3)[nH]c12	107.0	0.2
CCCOc1ccc(CN(C(=O)c2cc(=O)c3ccc(C)cc3o2)C2CCS(=O)(=O)C2)cc1 (stereo not given)	105.0	-0.5
N#Cc1c2c(c(NCc3ccccn3)n3c1nc1ccccc13)CCCC2	99.0	-0.6
Cc1nccc(-c2cccc(C#N)c2)n1	103.0	0.3
COc1ccc2c(c1)CC(C(=O)NCCN1CCN(c3ccccc3F)CC1)CO2 (stereo not given)	111.0	1
O=C(O)c1ccccc1/C=N/NC(=O)C1CCCCC1	101.0	0.1
C=C(C)c1cccc(C(C)(C)NC(=O)Nc2ccc3c(c2)oc2ccccc23)c1	102.0	0.3
COCCNc1cn[nH]c(=O)c1Cl	100.0	-0.4
COc1cc(-c2nc3ccccc3c(=O)n2N)cc(OC)c1OC	101.0	-0.2
O=C(Nc1ccccc1)c1c(F)cccc1F	102.0	0.1
CC(C)c1ccc(NC(=O)C2CCN(c3nc(-c4ccc(C(C)C)cc4)no3)CC2)cc1	105.0	-0.6
Fc1ccc(CNCc2cccn2-c2nnc(N3CCCC3)s2)cc1	100.0	-0.4

# Not all compounds are listed, so the mix of outcomes need not match the whole.
